# AddAB inh: less growth of phage-infected E. coli with AddAB; E. coli expressing H. pylori AddAB, absorbance growth; inhibition, % at 11.9 µM; 0.29% of 330,000 active; in the data active = inhibition above about 12%;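 note: 0% = vehicle wells of infected cells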
# CAL PDZ FP-1: CAL PDZ (human) peptide binding inhibition; purified CAL PDZ, TMR-peptide fluorescence polarization, 1 h; inhibition, % at 24.9 µM; 0.92% of 300,000 active; AID 602252;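 active = mean inhibition of at least 30% with at least half of replicates also reaching 30%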;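 note: 0% = DMSO neutral control and 100% = excess unlabeled competitor peptide PRC23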
# CAL PDZ FP-2: human CAL PDZ-peptide interaction inhibition | AID 504414 | 0.02% of 330,000 active | inhibition, % at 20 µM | Q9HD26 | purified CAL PDZ, TMR-peptide fluorescence polarization, 1 h;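 active = highest replicate inhibition of at least 40%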;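 note: plate controls were DMSO neutral control wells for no effect and unlabeled competitor peptide control wells for full effect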
#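 Assay system – tagged CAL PDZ protein CerCALP, purified · Timing – 1 h at RT · Compound – single point, 20 µM · Measured by – fluorescence polarization from S- and P-plane intensities, G-factor corrected · Evaluation – inhibition from polarization loss · Probe or stimulus – TMR reporter peptide T*-PRC34 · Buffer or medium – pH 7.4 phosphate-saline buffer, reducing agent, detergent, IgG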
# SR-BI HDL uptake: blocks mouse SR-BI lipid uptake from DiI-HDL; Q61009; inhibition, % at 12.5 µM; ldlA[mSR-BI] CHO cells, DiI-HDL uptake fluorescence, 3 h; 0.96% of 320,000 active; AID 488896;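 active = mean replicate inhibition of at least 70% and a set share of replicates each scoring 70 or more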;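 note: 0% = median of neutral control wells and 100% = median of positive control wells; values of inactives mirror those of a sister screen read the other way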
# Target sequence (Q61009 whole entry, looked up): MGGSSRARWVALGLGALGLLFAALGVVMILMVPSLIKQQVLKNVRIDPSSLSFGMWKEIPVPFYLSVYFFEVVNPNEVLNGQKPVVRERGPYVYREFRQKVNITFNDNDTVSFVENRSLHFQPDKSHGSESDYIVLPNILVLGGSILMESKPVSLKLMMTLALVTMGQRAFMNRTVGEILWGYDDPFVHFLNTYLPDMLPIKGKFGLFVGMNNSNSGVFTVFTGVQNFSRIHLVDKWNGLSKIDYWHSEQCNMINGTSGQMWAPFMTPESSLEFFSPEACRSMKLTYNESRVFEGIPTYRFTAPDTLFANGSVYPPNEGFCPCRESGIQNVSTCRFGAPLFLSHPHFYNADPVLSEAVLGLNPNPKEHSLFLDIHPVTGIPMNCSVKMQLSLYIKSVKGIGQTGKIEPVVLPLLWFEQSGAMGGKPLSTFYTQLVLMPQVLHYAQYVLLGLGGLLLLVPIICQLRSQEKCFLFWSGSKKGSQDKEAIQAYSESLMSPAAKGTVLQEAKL
# Wnt act: Wnt/beta-catenin pathway activation; Wnt/beta-catenin reporter cell assay, activator, plate reader; activation, % at 9.35 µM; 1.2% of 300,000 active; in the data active = activation above about 30%, passing the limit was not always enough;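 note: 0% = neutral control wells and 100% = positive control wells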
# SR-BI uptake up: enhances SR-BI lipid uptake from DiI-HDL; CHO ldlA[mSR-BI] cells, DiI-HDL uptake fluorescence, 3 h; 100 = double the neutral-control signal; activation, % at 12.5 µM; 0.096% of 320,000 active;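 active = mean replicate activation of at least 60% and every replicate at or above 60%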;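 note: 0% = median plate neutral-control signal and 100% = twice that signal; values of inactives mirror those of a sister screen read the other way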
#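 material = CHO ldlA[mSR-BI] cells | medium = Ham's F12 with 0.5% BSA, HEPES 25 mM, pH 7.4 | reagent = fluorescent DiI-HDL, 10 µg/mL final | compound dosing = single-point compound dose | incubation = 3 h, 37 °C | measured by = bottom-read fluorescence, 550/595 nm | measure = HDL uptake via cellular fluorescence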
# E coli growth: bacterial growth inhibition, counter-screen for AddAB inhibitors. E. coli V3065 growth, OD600 absorbance, 18 h. inhibition, % at 11.9 µM. 0.27% of 330,000 active. AID 449728;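 active = inhibition above the campaign's mean inhibition across all tested compounds plus 3 SD, cut at about 9.9% in these data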;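 note: uninfected addAB+ strain grown without phage in ampicillin broth; 0% = DMSO wells and 100% = ciprofloxacin 0.95 µg/ml wells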
# MITF act: activators of MITF-driven TRPM1 promoter activity in SK-MEL-5 cells; AID 588334; activation, % at 12.5 µM; SK-MEL-5 TRPM1-promoter luciferase, 24 h; % of positive control, neutral wells = 0; 0.75% of 300,000 active;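 active = mean activation of at least 80% with every replicate also reaching 80%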;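 note: 0% = neutral control wells and 100% = parthenolide positive control wells; values of inactives mirror those of a sister screen read the other way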
# Tat export inh: inhibitors of E. coli Tat protein transport; E. coli MC4100 TorA-mCherry Tat export, fluorescence; inhibition, % at 10 µM; 0.036% of 340,000 active; AID 488895;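 active = mean replicate inhibition at least 50% and at least half of replicates individually reaching 50%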;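 note: exported cargo escapes ClpAP degradation while cytoplasmic cargo is degraded and loses fluorescence; 0% = median of neutral control wells and 100% = median of NaSCN control wells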
# phage Ecoli inh: E. coli growth loss with phage present | growth absorbance | inhibition, % at 11.9 µM | 0.26% of 360,000 active; in the data active = inhibition above about 11%
# * = called active by the depositor; . = no result given.
SMILES,AddAB inh,CAL PDZ FP-1,CAL PDZ FP-2,SR-BI HDL uptake,Wnt act,SR-BI uptake up,E coli growth,MITF act,Tat export inh,phage Ecoli inh
CCOc1cccc(-c2c(C(=O)N/N=C/c3cccs3)nnn2-c2nonc2N)c1,2.1,10,-3.7,26,1,-26,0.0,11,-4,0.0
O=C(c1ccc(=O)[nH]n1)N1CCN(S(=O)(=O)c2cccc(F)c2)CC1,.,0,1.7,5,-4,-5,.,-1,0,2.6
O=[N+]([O-])c1cccc(/C=N/n2c(COc3ccccc3)n[nH]c2=S)c1,2.2,0,-1.3,2,0,-2,0.1,-2,-4,1.9
N#C/C(=C/c1ccc(N2CCOCC2)o1)c1nc2ccccc2[nH]1,0.8,-6,0.8,15,0,-15,0.5,3,-22,1.2
COc1cc(/C=C/C(=O)O)cc(S(=O)(=O)Nc2cc(Cl)c(Cl)cc2Cl)c1OC,-0.4,-8,-0.9,4,-1,-4,-2.3,-8,7,0.1
Cc1cccc(Nc2cnn(C34CC5CC(CC(CC(=O)O)(C5)C3)C4)c(=O)c2Cl)c1,1.2,-4,-2.9,-10,-6,10,-1.2,-9,-4,1.4
O=C(CCC1CCCCC1)NCc1ccncc1,3.1,0,-2.0,15,.,-15,-0.5,.,-5,0.9
CN(CC1CCN(CCc2cccc(C(F)(F)F)c2)CC1)C(=O)c1ccc(F)cc1F,1.2,-9,0.4,5,-5,-5,-0.3,-3,4,0.1
O=C(O)CNC(=O)c1ccc(S(=O)(=O)N2CCOCC2)cc1,-0.2,-5,-0.5,5,.,-5,-0.9,5,8,2.2
Cc1cc([N+](=O)[O-])cc(/C=N/n2c(C)nc3ccccc3c2=O)c1O,0.9,2,-0.1,.,1,.,-1.1,8,1,2.6
Cc1ccc(C)c(NC(=O)COC(=O)CC2c3ccccc3CCN2S(=O)(=O)c2ccc(F)cc2)c1 (centres undefined),-2.6,-1,-1.3,-15,.,15,-1.5,-2,-6,.
Cn1cccc1C(=O)C(=O)Nc1cccc(Cl)c1Cl,0.8,5,-0.9,3,.,-3,-0.3,58,4,3.1
Cc1ccc[n+](CC(=O)Nc2ccc(Cl)c([N+](=O)[O-])c2)c1,3.6,0,0.5,1,-1,-1,-1.5,.,3,0.4
Nc1ncc(CN2CCCC(C(=O)Nc3ccc(-c4ccco4)cc3)C2)cn1 (centres undefined),0.3,.,-1.0,11,-4,-11,-0.9,4,3,0.5
CCOc1ccc(/C=C/C(=O)Oc2ccccc2)cc1,0.3,-1,-0.1,-25,0,25,-0.9,.,-3,-1.4
C=CCNC(=O)C(=O)NCC1CCCN1S(=O)(=O)c1cccs1 (centres undefined),2.3,-3,-2.7,-12,-3,12,-0.5,0,7,2.6
COc1ccc(CNC(=O)C2CCCN2C)cc1OC (centres undefined),-1.6,-2,-2.7,-13,0,13,1.9,-7,3,1.5
Cc1c(NC(=O)c2cc(-n3cnnc3)ccc2Cl)cccc1-c1nc2ccccc2s1,2.8,-2,-2.1,23,.,-23,-2.6,56,2,3.9
COCCCNC(=O)Cn1cnc(C(=O)Nc2ccc(C)c(C)c2)n1,-1.7,-4,0.3,-2,-1,2,-0.5,5,-6,3.7
Cc1c(Cc2ccccc2)sc(NC(=O)/C=C/c2cccc3ccccc23)c1C(N)=O,0.8,-2,0.3,-12,0,12,-0.4,-8,6,2.7
CCOC(=O)Cc1csc2nc3sc(C)c(C)c3c(=O)n12,0.2,6,-1.2,-11,-4,11,-1.3,-8,7,3.1
Cc1noc(C)c1S(=O)(=O)Nc1ccc(C(C)C)cc1,2.3,0,-1.7,-9,0,9,0.5,0,11,4.1
CC(C)NC(=O)N(C)C[C@H]1Oc2c(NC(=O)C3CC3)cccc2C(=O)N([C@H](C)CO)C[C@@H]1C,3.9,2,0.4,-19,-2,19,-1.0,20,-11,2.2
O=C(CSc1ncc(-c2ccccc2)[nH]1)Nc1ccccc1,1.2,-5,-0.4,0,2,0,-1.5,-7,-2,5.1
COCCCNC(=O)C1CC(=O)N(C2CCCC2)C1 (centres undefined),1.6,1,0.8,-39,-2,39,1.4,-2,5,0.2
C=CCNC(=O)CC(=O)N/N=C/c1cccc(C)c1,0.2,-2,0.0,-47,7,47,-1.5,8,-17,1.3
CCc1ccc(/C=C/C(=O)c2ccc(S(=O)(=O)N(C)C)cc2)cc1,0.5,-2,0.6,-11,0,11,-0.2,0,1,4.8
Cc1cc(C)c(NC(=O)CN(C)CC(=O)Nc2cccc(S(=O)(=O)N(C)c3ccccc3)c2)c(C)c1,1.0,0,0.1,15,-3,-15,-1.0,-9,14,-2.8
COC(=O)c1ccccc1NC(=O)CSc1nnnn1-c1ccc(C)cc1C,2.4,1,-1.8,.,.,.,0.1,-12,2,2.2
Cc1cc(NC(=O)CSc2nnc(-c3ccc(S(=O)(=O)N4CCCC4)cc3)n2C)no1,1.0,-1,-3.2,16,0,-16,-1.8,-8,-4,-1.3
Nc1ccc2nc(CCCO)[nH]c2c1,2.9,2,2.3,.,1,.,-1.0,-2,-4,1.3
Cc1ccc(NC(=O)N2CCN(c3ncccc3C(F)(F)F)CC2)cc1,4.8,-6,-0.7,62,18,-62,0.8,9,7,3.8
C=CCn1c(-c2cccc(OC)c2)n[nH]c1=S,2.1,-3,-0.8,-25,-2,25,1.6,-1,-4,3.5
COCC(C)n1c(C)cc(C(=O)CSc2nnnn2-c2ccc(O)cc2)c1C (centres undefined),0.5,8,-0.6,15,-2,-15,1.0,25,5,6.0
COC(=O)Cc1c(O)ccn(Cc2ccc(OC)c(OC)c2)c1=O,5.3,.,0.1,-7,-1,7,4.3,7,-8,2.2
CC(CCc1ccccc1)NC(=O)/C=C/c1ccccc1 (centres undefined),3.0,6,-2.3,-7,-3,7,-0.1,15,6,0.9
Cc1[nH]c2ccccc2c1N=Nc1ccc(F)cc1,2.6,-5,-2.2,83*,2,-83,1.6,8,6,-0.1
O=C(O)COCC(=O)NC1CCN(Cc2ccccc2)CC1,-0.3,.,.,.,2,.,0.4,.,.,3.2
O=C(Nc1nccs1)c1ccc(Cl)c(S(=O)(=O)N2CCCCC2)c1,0.6,-2,-3.4,-9,.,9,-1.7,3,-8,-2.1
CC(=O)Nc1ccc(NC(=O)CCc2c(C)noc2C)cc1,.,.,-0.1,-21,-1,21,.,-19,2,1.9
CCCCC(NC(C)=O)c1nc2ccccc2n1CCC (centres undefined),0.1,0,-2.3,-39,.,39,-0.1,.,10,2.1
CCN1CCN(c2ccc(S(=O)(=O)N3CCOCC3)cc2NC(=O)/C=C/c2ccc(OC)c(OC)c2)CC1,0.8,-13,-4.0,-9,-4,9,0.2,5,-9,2.2
Cc1csc(NC(=O)CSc2nnc(NC(=O)NC(C)(C)C)s2)n1,5.3,-2,-3.5,-24,2,24,0.6,18,2,2.0
COc1ccc(/C(C)=N/NC(=S)Nc2cc(C)ccc2C)cc1,2.7,2,-1.4,55,1,-55,0.8,-5,12,-0.7
COC(=O)C1=C(NC(=O)c2cccc(OC)c2)CCS1,0.4,1,-0.8,26,-1,-26,-0.4,2,-8,.
CN(CCCN1CCOCC1)Cc1cn(C)nc1-c1ccccc1F,0.7,-6,-1.6,2,-2,21,-0.4,3,6,-1.2
CCN(CC(=O)Nc1c(F)cccc1F)C(=O)C1CCC1,-0.2,-2,0.7,-15,-1,15,1.2,1,-3,0.1
CC1=NN(Cc2ccccc2)C(=O)/C1=C/c1ccc(N(C)C)cc1,1.4,-1,-0.3,8,-1,-8,-2.4,-13,-3,2.6
Cc1cc2oc(=O)cc(-c3ccccc3)c2c(C)c1-c1ccc(CO)cc1,-0.2,1,-1.7,75*,-2,-75,0.9,-16,3,1.6
O=Cc1c(NCc2cccc(F)c2)c2ccccc2[nH]c1=O,0.8,-2,.,13,0,-13,1.1,4,0,4.5
Cc1cc(NC(=O)CN2CCN(c3ncccn3)CC2)no1,1.1,-1,-0.3,-44,-2,44,-1.3,-5,2,3.9
CCOC(=O)CSc1nc2sc(C)c(C)c2c(=O)n1N,-0.1,2,-1.6,-13,-6,13,-1.0,-3,-15,0.2
O=S(=O)(c1ccc(SCCOc2ccccc2Cl)nc1)N1CCCC1,2.6,-3,-1.8,18,3,-18,1.8,3,-2,3.0
CC(C)N(CCNC(=O)c1nn(Cc2ccccc2)c(=O)c2ccccc12)C(C)C,0.7,-5,-3.4,-30,-1,30,3.5,1,-3,0.3
Cc1ccc(C)c(S(=O)(=O)N2CCCOC2CNC(=O)C(=O)NCCCN2CCOCC2)c1 (centres undefined),2.6,0,-2.3,8,-1,-8,0.9,-4,4,1.2
COc1ccccc1C(C#N)N1N=C(C)CC1c1ccccc1 (centres undefined),1.6,.,-1.9,-4,0,4,2.2,-12,4,1.8
CCC1CCCCN1S(=O)(=O)c1ccc(NC(=O)c2nc(S(C)(=O)=O)ncc2Cl)cc1 (centres undefined),-1.8,-7,-0.4,23,-9,-23,2.3,-101,-8,-1.1
Fc1ccccc1-c1nnc2n1N=C(c1ccc(OC(F)F)c(OCC3CC3)c1)CS2,3.8,-2,0.5,-16,-3,16,1.5,-3,-33,-0.5
CCCN1C(=O)S/C(=C/c2ccc(N3CCOCC3)o2)C1=O,3.7,7,-0.8,16,4,-16,2.3,.,2,2.5
Cc1cc(C)c(C(=O)COC(=O)C2CCN(c3ccc(C(F)(F)F)cn3)CC2)c(C)c1,0.4,11,-0.4,2,8,-2,0.7,-5,1,2.5

# Filtered by structure, those above with a CF3 group (3)
SMILES,AddAB inh,CAL PDZ FP-1,CAL PDZ FP-2,SR-BI HDL uptake,Wnt act,SR-BI uptake up,E coli growth,MITF act,Tat export inh,phage Ecoli inh
CN(CC1CCN(CCc2cccc(C(F)(F)F)c2)CC1)C(=O)c1ccc(F)cc1F,1.2,-9,0.4,5,-5,-5,-0.3,-3,4,0.1
Cc1ccc(NC(=O)N2CCN(c3ncccc3C(F)(F)F)CC2)cc1,4.8,-6,-0.7,62,18,-62,0.8,9,7,3.8
Cc1cc(C)c(C(=O)COC(=O)C2CCN(c3ccc(C(F)(F)F)cn3)CC2)c(C)c1,0.4,11,-0.4,2,8,-2,0.7,-5,1,2.5

# Next section:
SMILES,AddAB inh,CAL PDZ FP-1,CAL PDZ FP-2,SR-BI HDL uptake,Wnt act,SR-BI uptake up,E coli growth,MITF act,Tat export inh,phage Ecoli inh
COc1ccc(OCCC(=O)OCC(=O)NCc2ccccc2)cc1,1.5,-3,-1.3,-17,-3,17,0.9,5,4,-0.6
CCCc1nnc(NC(=O)CCC(=O)NCc2ccccc2Cl)s1,3.1,-1,-2.0,-8,0,8,-1.6,3,-1,0.9
COc1cc(C)ccc1OCCOCCOc1cc(C)c(C)cc1Br,2.2,2,-1.3,14,.,-14,0.1,-12,-2,1.6
Cc1noc(C)c1S(=O)(=O)NCc1cccc(Cl)c1,0.4,-3,-2.1,-18,-3,18,-1.5,1,-10,3.9
COc1ccc(COC(=O)CNC(=O)C2CCCCC2)cc1F,-0.2,-1,-3.9,-8,-2,8,-0.5,9,-1,3.0

# Screening results: PubChem BioAssay, several laboratories

# This is a random part of the collection; any-hit rate near 3.6%.
